Bioassay records: PubChem, several laboratories
Rab2 wt GTP: changes GTP binding to wildtype dog Rab2A, up or down; P61105; GST-Rab2 wt beads, Bodipy-GTP binding, flow cytometry; GTP binding activity, % at 10 µM; 190,000 tested, 0.19% active; AID 760;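 active = GTP binding activity at least 20 points away from 100%, either lowered or raised; inconclusive = signal likely due to the compound's own green fluorescence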;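 note: 0% = beads with excess unlabeled GTP and 100% = no-compound control corrected for plate trend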
GSH bead fluor: compound fluoresces at 488/530 nm on GSH beads; GSH beads flow cytometry, compound fluorescence 488/530 nm; active compounds read high; 190,000 tested, 0.25% active; fluorescence (KMESF) at 10 µM; in the data active = fluorescence above about 89;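 note: glutathione beads carrying GST-tagged Bcl family fusion proteins plus one bare bead set; values are compound well signal with DMSO vehicle wells as background; inactives centre near 16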
Rac1 mut GTP: human Rac1 activated mutant GTP binding change. AID 764. 190,000 tested, 0.11% active. GST-Rac1 activated beads, fluorescent GTP binding, flow cytometry; actives lie on both sides; 100% means binding = to untreated wells. percent activity (GTP binding), % at 10 µM. P63000;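 active = GTP binding at least 20 percentage points away from the 100% baseline, in either direction, so actives lie on both sides; inconclusive = Compound likely fluorescent itself, or too few beads counted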
Rab7 wt modul: dog Rab7 wildtype GTP binding, inhibitors and activators | 190,000 tested, 0.055% active | AID 758 | GST-Rab7 beads, fluorescent GTP binding, flow cytometry; actives lie on both sides; untreated = 100%, excess cold GTP = 0% | GTP binding activity (percent of control), % at 10 µM;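 active = fluorescent GTP binding to Rab7 beads changed by at least 20 points from the 100% baseline, either direction, mostly lower; inconclusive = compound itself probably fluorescent, or too few beads counted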;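 note: median green fluorescence of bound Bodipy-FL-GTP per Rab7 bead population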
Rac1 wt modul: modulators of human Rac1 wildtype GTP binding | P63000 | GST-Rac1 beads, fluorescent GTP binding, flow cytometry; actives lie on both sides; 0 = cold GTP competed, 100 = untreated | GTP binding activity (% of control), % at 10 µM | 190,000 tested, 0.27% active | AID 757;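 active = GTP binding activity at least 20 points away from the 100% control level, either lower or higher; inconclusive = compound flagged as likely green fluorescent, judged across all proteins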
HRas wt GTP: changes GTP binding to wildtype human HRas; GST-Ras wt beads, Bodipy-FL-GTP binding, flow cytometry; actives lie on both sides; GTP binding activity, % at 10 µM; 190,000 tested, 0.14% active; AID 759;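 active = GTP binding activity at least 20% away from the 100% baseline, either lowered as inhibitor or raised as activator; inconclusive = flagged as likely green fluorescent, judged across all proteins in the well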;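 note: 0% = unlabeled GTP competition control and 100% = no-compound control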
Target sequence (P01112 whole entry, looked up): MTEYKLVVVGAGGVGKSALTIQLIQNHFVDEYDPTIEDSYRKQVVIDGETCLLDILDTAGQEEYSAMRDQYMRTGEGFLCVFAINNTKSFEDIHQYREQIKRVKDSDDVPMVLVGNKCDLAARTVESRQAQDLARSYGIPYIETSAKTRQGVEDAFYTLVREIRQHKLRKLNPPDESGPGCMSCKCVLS
Mcl1-Noxa inh: Mcl-1/Noxa interaction inhibition. inhibition, % at 21.7 µM. TR-FRET Mcl-1/Noxa peptide binding, 2 h. AID 1022. 220,000 tested, 1.5% active;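 active = compounds that cut the protein-peptide binding signal by more than 50% relative to plate controls in a single-dose test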;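 note: His-tagged Mcl-1 with rhodamine Noxa BH3 peptide and terbium anti-His antibody; 0% = Mcl-1 plus Noxa peptide wells and 100% = peptide-only wells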
Target sequence (Q07820 whole entry, looked up): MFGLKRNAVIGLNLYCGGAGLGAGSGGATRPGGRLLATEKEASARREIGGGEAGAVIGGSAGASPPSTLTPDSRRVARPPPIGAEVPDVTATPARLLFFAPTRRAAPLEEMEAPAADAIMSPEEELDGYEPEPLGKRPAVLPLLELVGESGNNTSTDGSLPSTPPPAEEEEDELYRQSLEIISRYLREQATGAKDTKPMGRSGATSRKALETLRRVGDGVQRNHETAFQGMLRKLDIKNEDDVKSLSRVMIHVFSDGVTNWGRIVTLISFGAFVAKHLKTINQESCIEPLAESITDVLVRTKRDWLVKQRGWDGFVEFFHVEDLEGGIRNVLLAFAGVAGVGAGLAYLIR
Pf gamet viab: inhibitors of late stage P. falciparum gametocyte viability | 150,000 tested, 0.065% active | P. falciparum stage V gametocytes, ATP luminescence, 24 h | inhibition, % at 10.9 µM | AID 743093;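 active = inhibition above the mean plus 3 SD of compounds within the control limits, set per campaign, cut at about 38% in these data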;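 note: 0% = DMSO wells and 100% = medium only without gametocytes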
Cdc42 wt: human Cdc42 wildtype GTP binding change, either direction | GST-Cdc42 beads, Bodipy-GTP binding, flow cytometry; actives lie on both sides | percent activity (GTP binding), % at 10 µM | 190,000 tested, 0.2% active | AID 761;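 active = percent activity GTP binding at least 20 points away from the 100% baseline, either down as inhibitor or up as activator; inconclusive = compound flagged as likely green fluorescent from well-wide comparison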;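 note: median bead fluorescence of bound Bodipy-FL-GTP at 100 nM; 0% = excess unlabeled GTP control and 100% = no compound control; below 100% means less GTP binding so inhibitor and above means activator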
Target sequence (P60953 whole entry, looked up): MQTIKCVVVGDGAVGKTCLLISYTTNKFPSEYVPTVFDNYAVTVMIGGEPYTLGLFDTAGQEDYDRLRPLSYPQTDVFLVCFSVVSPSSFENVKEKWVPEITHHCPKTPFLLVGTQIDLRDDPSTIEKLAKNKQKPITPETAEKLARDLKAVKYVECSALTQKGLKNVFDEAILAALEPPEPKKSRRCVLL
Avidin bead fluor: avidin bead compound fluorescence profile; Avidin beads, compound fluorescence 488/530 nm, flow cytometry; active compounds read high; fluorescence (KMESF) at 10 µM; 220,000 tested, 0.38% active; in the data active = fluorescence above about 47; note: inactives centre near 10
Mcl1 Bid PPI: Mcl-1/Bid interaction inhibition; TR-FRET Mcl-1/Bid-Dy647 peptide binding, 1536-well; inhibition, % at 21.7 µM; 220,000 tested, 0.97% active;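 active = compounds that cut the binding signal by more than half at the single screening dose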;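 note: His-tagged Mcl-1 with europium anti-His antibody binding Bid BH3 peptide; 0% = Mcl-1 plus peptide wells and 100% = peptide-only wells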
Active calls of the source: *; ? = inconclusive; nt = no result given.

SMILES	Rab2 wt GTP	GSH bead fluor	Rac1 mut GTP	Rab7 wt modul	Rac1 wt modul	HRas wt GTP	Mcl1-Noxa inh	Pf gamet viab	Cdc42 wt	Avidin bead fluor	Mcl1 Bid PPI
CCn1c(SCC(=O)Nc2cccc(F)c2)nc2c(c1=O)SC(C)C2 (stereo not given)	101.0	14	101.0	101.0	110.0	103.0	-18.1	nt	105.0	25	-17.3
CCCn1nnnc1SCC(=O)NNC(=O)C1CCCCC1	101.0	11	99.0	101.0	105.0	101.0	-1.4	nt	101.0	10	-11.4
O=C(CC(O)(c1ccccc1)C(F)(F)C(F)F)c1cccs1 (stereo not given)	99.0	28	96.0	99.0	96.0	99.0	13.5	nt	98.0	11	-16.6
CCS(=O)(=O)N1CCC(C(=O)NCc2cccc(OC)c2)CC1	101.0	28	100.0	105.0	102.0	102.0	13.1	13.7	101.0	9	8.7
Oc1ccc(NCc2cccc(OCc3ccc(F)cc3)c2)cc1	98.0	11	95.0	103.0	97.0	97.0	21.3	nt	94.0	1	-35.7
COc1ccc(Nc2nc(N)nc(CSc3nnc(N)s3)n2)cc1	98.0	35	97.0	100.0	96.0	97.0	5.4	-14.0	96.0	3	4.5
Cn1nc(OC(=O)Nc2ccccc2)cc1C(F)(F)F	105.0	70	100.0	95.0	104.0	105.0	-1.7	nt	106.0	14	-39.3
CN(C(=S)NC(=O)/C=C/c1ccc(F)cc1)C1CCCCC1	103.0	24	96.0	100.0	105.0	102.0	28.8	8.9	102.0	6	1.6
Nc1ncc(Br)cc1S(=O)(=O)NCCC(=O)N1CCN(c2ccccn2)CC1	99.0	26	98.0	96.0	99.0	98.0	20.2	7.8	99.0	4	3.5
CC(C)C[C@H](NC(=O)[C@@H]1O[C@H]1C(=O)O)C(=O)NCCCCN=C(N)N	99.0	19	95.0	97.0	101.0	100.0	19.1	nt	102.0	8	-4.5
CCOC(=O)CSc1nc(N)nc(C)c1Cl	101.0	13	95.0	99.0	103.0	95.0	-0.2	4.9	99.0	19	-18.7
Cc1nc2sc(C(c3cccc(F)c3)N3CCCC(C)C3)c(O)n2n1 (stereo not given)	102.0	25	100.0	100.0	102.0	101.0	5.6	-1.8	99.0	11	-31.1
COc1cc(Cl)c(C)cc1NC(=O)CSc1ccccc1	96.0	9	99.0	95.0	103.0	98.0	9.4	5.5	99.0	11	-10.0
CCCCCc1ccc(-c2ccc(OCC)cc2)nc1	88.0	8	86.0	92.0	89.0	89.0	15.6	-6.3	86.0	9	-0.3
CCOC(=O)c1c(C)noc1CP(=O)(c1ccccc1)c1ccccc1	101.0	19	100.0	96.0	107.0	101.0	1.0	nt	104.0	38	-22.4
Cc1c(C(=O)N2CCOCC2)sc2nc(-c3ccccc3)cn12	102.0	47	99.0	102.0	105.0	102.0	-1.7	-20.2	101.0	6	-58.5
CN(CC(=O)N1CCCCCC1)S(=O)(=O)c1ccc(F)cc1	89.0	11	88.0	91.0	82.0	88.0	7.3	-3.7	90.0	21	-6.0
COC(=O)c1cccc(CSc2nnc(C)s2)c1	99.0	44	98.0	97.0	103.0	100.0	-6.0	6.7	100.0	35	-14.1
C=CCn1c(C)cc(C(=O)CSc2nnc(NCc3ccccc3)s2)c1C	97.0	17	95.0	92.0	101.0	101.0	45.0	0.6	97.0	14	-39.2
CCOC(=O)C1CCN(C(=O)COC(=O)c2ccc(Br)o2)CC1	99.0	13	99.0	98.0	100.0	100.0	5.7	0.1	101.0	21	-40.5
COc1cccc(C(C)NC(=O)Nc2cccc(C(F)(F)F)c2)c1 (stereo not given)	100.0	26	98.0	97.0	93.0	98.0	4.5	nt	95.0	8	2.6
CC(C)NS(=O)(=O)c1ccc(CCC(=O)Nc2cc(Cl)ccc2Oc2ccccc2)cc1	103.0	19	99.0	100.0	103.0	103.0	2.6	nt	102.0	13	-30.7
Cc1cccc(N=C2NC(=O)c3cc([N+](=O)[O-])ccc32)c1	102.0	11	98.0	105.0	101.0	101.0	15.9	1.0	99.0	12	-6.0
Cc1cc(C(C#N)c2ccccc2F)n2ncnc2n1 (stereo not given)	93.0	54	92.0	98.0	100.0	95.0	24.8	5.0	94.0	10	-14.9
O=C(NC(=S)N(CCO)Cc1ccccc1)c1cc(Br)ccc1Cl	99.0	14	93.0	105.0	100.0	99.0	6.1	nt	99.0	7	-15.5
O=C(Nc1cccc([N+](=O)[O-])c1)C1CC(=O)N(Cc2ccccc2)C1 (stereo not given)	99.0	14	96.0	96.0	100.0	100.0	-17.5	nt	97.0	4	-25.2
Cc1ccnn1CCSCC(=O)O	100.0	14	101.0	96.0	100.0	98.0	-6.1	nt	99.0	14	-20.6
CS(=O)(=O)Nc1ccc(C(=O)N2CCCC2)cc1	103.0	11	97.0	102.0	100.0	103.0	2.5	-12.6	102.0	18	-8.8
CC(C)c1cc(CN2CCN(CCC#N)CC2)cc(C(C)C)c1O	100.0	11	96.0	103.0	98.0	103.0	-1.0	nt	104.0	24	-42.2
Cc1ccc(C2/C(=C(\O)c3cnn(-c4ccccc4)c3C)C(=O)C(=O)N2CCN(C)C)o1 (stereo not given)	94.0	10	94.0	91.0	99.0	98.0	20.2	5.7	98.0	44	6.8
COc1cc(/C=C/C(=O)OCC(=O)Nc2ccc3c(c2)OCCO3)ccc1OCC#N	99.0	9	100.0	95.0	100.0	99.0	-26.3	0.2	97.0	16	-17.2
COc1cc(-c2cc(-c3ccc(F)cc3)nc(N)c2C#N)ccc1O	97.0	14	96.0	105.0	99.0	95.0	6.2	-6.9	95.0	11	-6.0
CCOC(=O)N1CCC(N2CCCC(CO)(Cc3cccc(OC)c3)C2)CC1 (stereo not given)	100.0	14	97.0	103.0	103.0	102.0	-2.8	-17.8	98.0	10	-24.9
COc1ccc(CCN(C)CCC(=O)Nc2c(C)cc(C)cc2C)cc1OC	98.0	15	96.0	99.0	98.0	100.0	-5.3	nt	100.0	8	-16.5
COc1ccc(CN(C2CCCCC2C)S(=O)(=O)c2ccc(S(=O)(=O)N(C)C)cc2)cc1OC (stereo not given)	100.0	15	99.0	102.0	104.0	101.0	21.0	-22.8	103.0	7	-11.1
Cc1ccc2[nH]c3c(=O)n(CCC4=CCCCC4)cnc3c2c1	99.0	5	97.0	97.0	105.0	98.0	2.1	nt	101.0	10	-4.4
C=CCNC(=O)c1ccc(Cn2c(=S)[nH]c3cc4c(cc3c2=O)OCO4)cc1	95.0	16	96.0	94.0	97.0	97.0	14.0	2.2	99.0	47*	-18.0
COc1ccc(C(=O)Nc2c3c(nn2-c2cccc(Cl)c2)CS(=O)C3)cc1 (stereo not given)	101.0	43	99.0	103.0	103.0	102.0	9.7	-0.8	104.0	6	-31.1
COc1ccc(CCNC(=O)c2cc(-c3ccco3)on2)cc1OC	103.0	10	95.0	108.0	101.0	101.0	-1.0	-1.6	96.0	5	-36.5
O=C(NCCSc1ccccc1)c1cccnc1	102.0	26	100.0	101.0	106.0	102.0	11.0	nt	102.0	4	-10.5
C/C(=N\NC(=O)CCCNc1ccc(C)cc1)c1ccccn1	99.0	13	98.0	103.0	103.0	97.0	-33.9	-6.0	101.0	4	-101.2
O=C(Nc1cccc(NC(=O)c2ccc(-c3ccc(Br)cc3)o2)c1)c1ccccc1	101.0	59	98.0	95.0	99.0	98.0	-23.0	4.2	98.0	4	-45.3
O=S(=O)(NC1CCCCC1Sc1ncccn1)c1ccccc1 (stereo not given)	101.0	6	102.0	100.0	105.0	101.0	13.2	-0.3	100.0	10	-34.2
O=C(CCN1CCCCC1)Nn1c(=S)[nH]c2ccccc2c1=O	106.0	66	101.0	96.0	104.0	104.0	12.4	-22.7	105.0	14	-77.0
O=C(c1cccc(F)c1)N1CCN(S(=O)(=O)c2ccccc2)CC1	?	26	?	?	?	?	0.2	nt	?	7	-37.5
COc1cc(C(=S)N2CCOCC2)ccc1OC(=O)c1cc([N+](=O)[O-])cc([N+](=O)[O-])c1	100.0	17	100.0	102.0	104.0	99.0	5.7	4.2	103.0	11	-7.3
Cc1ccc(Nc2nc(-c3cccs3)cs2)nc1	96.0	14	96.0	96.0	100.0	100.0	22.2	12.0	100.0	10	-27.3
CCc1ccc(CC2S/C(=C(\C#N)C(C)=O)NC2=O)cc1 (stereo not given)	95.0	25	95.0	97.0	97.0	95.0	13.5	3.5	97.0	17	19.1
O=C(CNC(=S)N(CCCN1CCOCC1)Cc1cccs1)N1CCCC1	97.0	11	98.0	94.0	95.0	97.0	-7.1	-22.9	99.0	11	-27.6
CCOC(=O)NC(NCc1ccccc1Cl)(C(F)(F)F)C(F)(F)F	100.0	13	102.0	99.0	106.0	102.0	16.2	nt	104.0	10	-8.5
COc1ccc(-c2cc(C(F)(F)F)nc(SCC(=O)Nc3cc(C)on3)n2)cc1	102.0	15	99.0	100.0	100.0	102.0	0.8	nt	100.0	7	0.5
CCc1ccc2c(Cl)c(C(=O)N/N=C/c3c[nH]c4ccccc34)sc2c1	97.0	31	92.0	98.0	98.0	98.0	8.3	-10.1	97.0	13	-8.9
O=c1sc2ccccc2c(N2CCCC2)c1[N+](=O)[O-]	99.0	11	97.0	102.0	102.0	99.0	-1.4	-0.6	97.0	6	-22.7
Cc1ccc(/C=N/N2CCN(c3ccccc3)CC2)cc1	101.0	10	96.0	103.0	99.0	100.0	5.9	3.4	97.0	11	-27.1
N#Cc1nc(COc2ccccc2Cl)oc1NCc1ccc(F)cc1	?	22	?	?	?	?	14.5	nt	?	17	-10.3
O=C(CCn1nnc2ccccc2c1=O)N[C@H](C(=O)O)c1ccccc1	99.0	28	98.0	101.0	101.0	100.0	7.6	-4.4	99.0	12	2.1
O=C(NCCCn1ccnc1)C(=O)NCC1OCCN1S(=O)(=O)c1ccc(F)cc1 (stereo not given)	97.0	15	99.0	97.0	102.0	101.0	10.5	nt	101.0	7	-7.8

Record cards, as listed above. Screens in order: Rab2 wt GTP	GSH bead fluor	Rac1 mut GTP	Rab7 wt modul	Rac1 wt modul	HRas wt GTP	Mcl1-Noxa inh	Pf gamet viab	Cdc42 wt	Avidin bead fluor	Mcl1 Bid PPI
Shown for CC(C)c1cc(CN2CCN(CCC#N)CC2)cc(C(C)C)c1O = 100.0	11	96.0	103.0	98.0	103.0	-1.0	nt	104.0	24	-42.2
Shown for CCOC(=O)C1CCN(C(=O)COC(=O)c2ccc(Br)o2)CC1 = 99.0	13	99.0	98.0	100.0	100.0	5.7	0.1	101.0	21	-40.5
